Source: PubChem (several laboratories)
MT1-MMP act inh = inhibitors of human MT1-MMP activation. 360,000 tested, 0.061% active. GFP/RFP ratio change, % at 20 µM. HT1080 RFP-PRO-GFP cells, GFP/RFP ratio fluorescence, overnight; percent of plate control window, DMSO zero. P50281;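 active = GFP/RFP ratio change of at least 30% with cell ATP level not reduced by more than half and red fluorescence within 50% of control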; also: strong numbers were not always called active
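Test system: HT1080 RFP-PRO-GFP cells; Benchmarks: DMSO and RFP-L50D-GFP cell wells; Timing: cells overnight before dosing, compound overnight, 37 °C, 5% CO2; Compound: one 20 µM compound dose with 1% DMSO; Read-out: GFP/RFP fluorescence ratio.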
SKN-1 block = blocks SKN-1 activity in C. elegans; 360,000 tested, 0.49% active; inhibition, % at 21.8 µM; C. elegans VP596 Pgst-4::GFP/RFP ratio, acrylamide-induced, 24 h;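 active = interference check ratio from 0.5 to 1.5 plus GFP to RFP signal ratio inhibition reaching or exceeding a fixed threshold, cut at about 30% in these data, passing the limit was not always enough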; also: some compounds called inactive have numbers as strong as hits
TbMetRS inhib = blocks T. brucei methionyl-tRNA synthetase activity; 360,000 tested, 0.4% active; purified T. brucei MetRS, ATP depletion, Kinase-Glo luminescence; inhibition, % at 11.9 µM;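 active = inhibition above a per-plate cutoff of the control wells' mean inhibition plus 3 SD, cut at about 5.5% in these data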;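 also: 0% = DMSO wells median and 100% = median of wells with control inhibitor compound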
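Dosing: 11.9 µM single point; system: parasite MetRS enzyme; technique: luminescence of leftover ATP; times: 15 min enzyme-compound preincubation, 2 h reaction, 10 min detection, 25 °C; replicates: each compound tested once; read-out basis: percent inhibition relative to median high and low control wells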
eLon inh = inhibits E. coli Lon protease | AID 602123 | inhibition, % at 7.94 µM | purified E. coli Lon protease, fluorescence polarization | 360,000 tested, 0.42% active; in the data active = inhibition above about 13%, passing the limit was not always enough;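 also: 0% = enzyme with probe and DMSO and 100% = no enzyme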
NRP1-CendR mod = NRP-1/CendR interaction modulation; 360,000 tested, 0.85% active; O14786; inhibition, % at 25 µM; FAM-RPARPAR peptide binding to NRP-1, fluorescence polarization;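 active = inhibition or corrected inhibition above about 18%, plus a signal ratio from 0.5 to 1.5, limit read from the data, passing the limit was not always enough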; also: strong numbers were not always called active
bovine MsrA act = activators of bovine methionine sulfoxide reductase A; activation, % at 10.6 µM; AID 602163; 360,000 tested, 0.3% active; purified bovine MsrA, absorbance read-out; in the data active = activation above about 7.5%;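 also: 0% = vehicle and 100% = reference activator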
FAS-TE inh = FAS thioesterase (human) inhibition; P49327; 360,000 tested, 0.67% active; AID 602261; inhibition, % at 15 µM; recombinant FAS-TE, OMFH fluorogenic substrate, fluorescence endpoint;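 active = compounds whose normalised, plate-corrected inhibition of enzyme fluorescence in the single-dose primary screen is 50% or more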;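 also: 0% = DMSO with enzyme and 100% = substrate without enzyme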
MsrA inhibitor = bovine MsrA inhibition; purified bovine MsrA, absorbance read-out; inhibition, % at 15.5 µM; 360,000 tested, 0.75% active; in the data active = inhibition above about 4.5%;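 also: 0% = vehicle wells with enzyme and 100% = reference inhibitor wells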
MLLE-PAM2 inh = inhibitors of microRNA-mediated deadenylation, human PABP1 MLLE binding | P11940 | GST-MLLE / FITC-PAM2 fluorescence polarization | inhibition, % at 20 µM | 360,000 tested, 0.36% active; in the data active = inhibition above about 35%, passing the limit was not always enough;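 also: plate controls were DMSO wells with GST-MLLE for no effect and wells lacking GST-MLLE protein for full effect; some results filed as inactive read as strong as hits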
Target sequence (P11940 whole entry, looked up): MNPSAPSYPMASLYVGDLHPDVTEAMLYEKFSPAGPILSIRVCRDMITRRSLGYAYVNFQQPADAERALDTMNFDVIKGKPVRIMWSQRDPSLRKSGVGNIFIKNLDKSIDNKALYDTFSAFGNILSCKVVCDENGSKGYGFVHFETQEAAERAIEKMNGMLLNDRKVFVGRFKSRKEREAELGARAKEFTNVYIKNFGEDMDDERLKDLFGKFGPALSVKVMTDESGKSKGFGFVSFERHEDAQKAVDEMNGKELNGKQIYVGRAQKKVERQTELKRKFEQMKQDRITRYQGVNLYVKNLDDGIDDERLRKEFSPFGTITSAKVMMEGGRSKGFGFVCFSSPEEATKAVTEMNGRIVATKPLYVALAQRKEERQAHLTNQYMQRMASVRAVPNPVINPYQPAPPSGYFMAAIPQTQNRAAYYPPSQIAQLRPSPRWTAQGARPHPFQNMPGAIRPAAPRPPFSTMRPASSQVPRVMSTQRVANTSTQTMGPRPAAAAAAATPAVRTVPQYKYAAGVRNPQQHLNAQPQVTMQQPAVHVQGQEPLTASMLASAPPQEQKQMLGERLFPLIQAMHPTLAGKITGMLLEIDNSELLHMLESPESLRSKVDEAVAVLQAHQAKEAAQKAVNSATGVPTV
An asterisk follows results filed as active; . = not tested or not shown.

SMILES	MT1-MMP act inh	SKN-1 block	TbMetRS inhib	eLon inh	NRP1-CendR mod	bovine MsrA act	FAS-TE inh	MsrA inhibitor	MLLE-PAM2 inh
O=C(O)c1ccc[n+](Cc2ccc([N+](=O)[O-])cc2)c1	2	1	1.3	0	1	0	-6	0.0	0
COc1ccc(C(=O)Nc2ccc(Cl)cn2)cc1Cl	-1	11	-0.3	-3	-13	1	9	-0.2	-3
Cc1ccc(NC(=O)CSCC(=O)NC2CCCCC2)cc1	1	12	-0.6	-7	15	3	-9	0.3	0
O=C(NCc1ccc(F)cc1)C1CCC(CNc2c(N3CCOCC3)c(=O)c2=O)CC1 (centres undefined)	2	-1	-0.8	5	-1	-2	-3	1.3	8
c1ccc(-c2nnc(CSc3ccc4c(c3)OCCO4)o2)cc1	1	-1	-1.0	-7	-8	-2	12	0.2	19
O=C(CN1CCOCC1)Nc1ccc([N+](=O)[O-])cc1Br	-3	3	-0.1	-10	-4	-2	0	0.8	9
CCc1nc2c(sc3nc4c(cc32)COC(C)(C)C4)c(=O)n1Cc1ccco1	-8	7	-1.2	-4	-18	-6	8	2.5	3
O=C(c1cnn(C(=O)COc2ccccc2F)c1)c1cc(F)ccc1O	-5	2	-1.1	-7	2	-9	3	-0.7	4
COc1ccc(C(=O)/C=C/Nc2ccc([N+](=O)[O-])cc2C)cc1OC	-41	-4	-0.6	-11	-24	-5	3	0.4	-41
Cc1nc2cc(C(=O)O)ccc2s1	-1	-28	-0.7	7	15	-13	-9	-1.5	39*
CC(C)OCCCN1CN(S(=O)(=O)c2ccc(Cl)cc2)c2nc3ccccc3nc21	1	29	-0.9	0	4	-6	2	0.9	3
Cc1ccc(NS(=O)(=O)Cc2ccccc2)nc1	1	5	1.0	-7	26*	-4	-2	0.8	1

Next section (three carried over from the part before).
SMILES	MT1-MMP act inh	SKN-1 block	TbMetRS inhib	eLon inh	NRP1-CendR mod	bovine MsrA act	FAS-TE inh	MsrA inhibitor	MLLE-PAM2 inh
Cc1nc2cc(C(=O)O)ccc2s1	-1	-28	-0.7	7	15	-13	-9	-1.5	39*
CC(C)OCCCN1CN(S(=O)(=O)c2ccc(Cl)cc2)c2nc3ccccc3nc21	1	29	-0.9	0	4	-6	2	0.9	3
Cc1ccc(NS(=O)(=O)Cc2ccccc2)nc1	1	5	1.0	-7	26*	-4	-2	0.8	1
CC1(c2nnc(-c3ccccc3)o2)CC(c2cccc(Cl)c2)=NO1 (centres undefined)	1	24	-0.4	-7	4	1	33	-1.7	-3
COc1ccc(C(=O)Nc2cc(C(=O)c3ccccc3)c(C)oc2=O)cc1	2	-1	-0.3	-3	-15	-4	10	1.1	14
CCCCn1nnnc1C(c1cc2ccccc2o1)N1CCN(C/C=C/c2ccccc2)CC1 (centres undefined)	3	-2	-0.2	-3	13	1	18	0.5	5
COc1ccccc1C(CNC(=O)CN(C)S(=O)(=O)c1ccc(C)cc1)N1CCCC1 (centres undefined)	2	2	-0.1	-25	-9	-3	-4	-0.3	3
CCCCNCC#CCOc1cc(C)ccc1C(C)C	-3	-14	-1.0	-9	2	-2	-3	-1.1	12
CCC/C(O)=C1\C(=O)CC(c2ccccc2)CC1=NCCc1c(C)[nH]c2ccccc12 (centres undefined)	-21	12	-0.3	-3	-2	0	31	-0.3	20
COC(=O)c1sc(N2CCN(c3ccc(Cl)cc3)CC2)nc1N	.	-9	-0.4	11	2	-4	16	1.4	9
O=C(NCc1ccncc1)c1nc(-c2cccs2)no1	-1	9	-0.3	5	5	-5	-1	0.3	7
CCn1c(C(C)NC(=O)c2ccc(OC)c(OC)c2)nc2ccccc21 (centres undefined)	7	7	-0.3	11	4	0	-2	0.1	-1
CCc1ccc(-c2cc(C)no2)cc1S(=O)(=O)N1CCN(c2ccc(OC)cc2)CC1	-5	3	-0.3	2	3	-2	33	0.3	-12
CN1CC(=O)N(CC(=O)Nc2ccc(F)cc2)c2ccccc2C1=O	-4	34	-0.2	4	-2	1	1	1.0	-2
COc1ccc(Cn2cnc([N+](=O)[O-])c2)cc1[N+](=O)[O-]	-6	-2	-0.3	11	1	-10	-7	0.4	5
O=C(c1cccs1)N1N=C(c2ccccc2)CC1c1ccc(O)cc1 (centres undefined)	1	6	-0.9	-9	-16	-4	12	2.2	4
Cc1ccc(CNc2ncnc3cc(Cl)ccc23)cc1	-7	11	1.7	1	2	-1	8	1.6	-4
COc1cccc(N2CCN(CC(=O)NC(C)c3ccccc3)CC2)c1 (centres undefined)	0	25	-1.1	0	11	-6	-4	-0.6	9
O=C(/C=C/c1ccccc1[N+](=O)[O-])NCc1ccccc1Cl	0	-15	-1.0	-4	-2	-13	17	2.2	7
O=C(O)c1cc2ccccc2n1-c1ccccc1	-21	-19	-0.4	-7	0	-6	-4	0.1	-2
O=c1[nH]c(CSc2nnc(Nc3ccccc3)s2)nc2ccccc12	0	9	1.2	2	-4	-2	2	0.2	-11
Cc1c(Cl)cccc1NC(=O)N1CCCC1	1	8	-0.7	0	1	-11	-12	-1.7	-5
COc1ccc(NC(=O)C(=O)NCCC2CCCCN2S(=O)(=O)c2ccccc2)cc1 (centres undefined)	-10	12	-0.5	12	-4	-5	17	-1.2	6
CC1CCCCC1NC(=O)CCn1c(=O)oc2ccccc21 (centres undefined)	6	8	-0.9	0	8	-4	-8	1.6	-4
COCCNC(=S)NC(=O)c1ccc(C(C)(C)C)cc1	-3	-10	0.0	-5	1	-1	14	0.5	20
S=c1[nH]nc(CSCc2ccccc2Cl)n1C1CCCCC1	-1	-2	-1.7	-6	8	-8	13	-1.0	-2
O=C(CN(Cc1ccco1)S(=O)(=O)c1ccccc1)N/N=C/c1ccccc1C(=O)O	1	-3	-0.8	-3	19	-7	-2	1.2	25
CCOC(=O)C1=CN(Cc2cccc(I)c2)S(=O)(=O)N(C)C1C (centres undefined)	-2	9	-0.6	-10	-1	3	24	2.0	3
COc1ccc(/C=C/C(=O)NCCCn2ccnc2)cc1	3	-10	-0.5	-11	-1	-2	-6	1.2	-4
CS(=O)(=O)N(CC(=O)NCc1ccc2c(c1)OCO2)Cc1ccccc1	-3	21	0.6	-1	15	-1	-6	-0.5	6
O=C(O)COc1ccccc1/C=C1\SC(=O)N(Cc2ccc(F)cc2)C1=O	10	10	0.0	-7	-11	-2	2	1.4	2
CN1OC[C@@H]2CN(C(=S)NCCc3ccccc3)[C@H](c3ccc(-n4ccnc4)cc3)C[C@@H]21	6	13	0.3	-9	2	-4	-13	0.4	-104
Cc1occc1C(=O)N(Cc1nc(-c2ccccc2)no1)C(C)C	0	-2	-0.6	8	5	-6	-6	1.8	10
O=C(O)c1ccccc1-c1ccccc1C(=O)Nc1ccc2c(c1)oc(=O)c1ccccc12	1	36*	0.0	6	-65	-4	-5	1.4	13
Cc1ccc(-c2nnc(OCc3nc4ccccc4n3C)c3ccccc23)cc1	-1	1	-0.1	-1	-20	-2	12	0.8	-4
CCc1nnc(NC(=O)CC(C)c2ccccc2)s1 (centres undefined)	-8	36*	-0.8	-4	2	-3	-1	-1.4	3
O=C1c2ccccc2C(=O)N1CC1=NCCc2ccccc21	-5	8	0.5	2	-11	-1	-7	0.5	10
CCOC(=O)N(C)C[C@@H]1OCc2ccccc2-c2c(n(C)c3ccccc23)C(=O)N([C@H](C)CO)C[C@H]1C	-2	3	-1.0	0	-1	-1	0	-1.3	-1
Cc1ccc(CC2S/C(=N/c3ccccn3)NC2=O)cc1 (centres undefined)	4	-13	-0.1	2	12	0	-10	-0.2	-2

3 entries from above, set out differently:
Under each structure – MT1-MMP act inh	SKN-1 block	TbMetRS inhib	eLon inh	NRP1-CendR mod	bovine MsrA act	FAS-TE inh	MsrA inhibitor	MLLE-PAM2 inh
- O=C(O)COc1ccccc1/C=C1\SC(=O)N(Cc2ccc(F)cc2)C1=O
  10	10	0.0	-7	-11	-2	2	1.4	2
- CN1OC[C@@H]2CN(C(=S)NCCc3ccccc3)[C@H](c3ccc(-n4ccnc4)cc3)C[C@@H]21
  6	13	0.3	-9	2	-4	-13	0.4	-104
- Cc1occc1C(=O)N(Cc1nc(-c2ccccc2)no1)C(C)C
  0	-2	-0.6	8	5	-6	-6	1.8	10

Other records
SMILES	MT1-MMP act inh	SKN-1 block	TbMetRS inhib	eLon inh	NRP1-CendR mod	bovine MsrA act	FAS-TE inh	MsrA inhibitor	MLLE-PAM2 inh
CC1CCN(C(=O)COC(=O)CCc2c[nH]c3ccccc23)CC1	-1	14	-0.8	-3	2	-7	-1	-0.9	-3
Cc1ccc(Nc2nc(NCc3ccccc3)nc3ccsc23)c(C)c1	-10	-14	-0.4	2	-8	-8	13	-1.6	-12
COc1ccc(OCc2cc(C(=O)N3CCN(CC(=O)N(C)C)CC3)no2)c(Cl)c1	0	-14	0.6	4	6	-6	-10	0.0	6
C=C1C(C(=O)Nc2ccc(F)cc2)C1C(=O)Nc1ccc(F)cc1 (centres undefined)	-1	13	-0.6	-1	-11	-9	-9	0.7	10
C[C@@H]1CNC(=O)c2c(C(=O)Nc3cccc(Cl)c3)ncn21	-7	13	0.4	-3	8	0	-6	-0.3	-2
O=C(CNc1cc(S(=O)(=O)N2CCOCC2)ccc1N1CCCC1)Nc1ccc(Cl)cc1F	-3	-10	4.9	-15	4	1	18	-0.2	7
COc1ccc(B(O)O)c(CN2CCN(C(=O)OC(C)(C)C)CC2)c1	1	-5	-0.2	-5	0	-7	-11	0.6	2
O=C(NCc1ccccc1)C1CCCN(S(=O)(=O)c2ccc(Br)cc2)C1 (centres undefined)	-9	4	-0.1	7	14	-2	6	0.9	-6
Cc1noc(C)c1C(=O)N1CCCc2ccccc21	-1	-11	0.0	3	-3	-4	-14	-0.5	4
CCOC(=O)c1ccc(N2C(=O)C=CC2=O)cc1	19	-8	0.1	-8	-2	0	3	.	31
C=CCC[C@H](Cc1ccc(F)cc1)C(=O)OC[C@H](Cc1c[nH]c2ccccc12)NC(=O)[C@H](CC=C)CC(=O)NCCO	-1	-9	-0.4	1	2	-6	36	-1.1	-4
COc1ccc(-c2cc(=Nc3c(C)n(C)n(-c4ccccc4)c3=O)c3ccccc3o2)cc1	-1	-9	-0.6	-4	-13	-5	12	1.2	1
CC1CCN(c2cc(N)c(Cl)cc2[N+](=O)[O-])CC1	-1	15	-0.5	-1	2	-2	12	1.7	-3
O=C(NCc1cccnc1)c1ccc(COc2ccc(Cl)cc2Cl)o1	1	0	5.0	12	-6	0	-3	0.8	-7
COc1cc(OC)c(OC)cc1/C=N/n1c(-c2n[nH]c3c2CCC3)n[nH]c1=S	5	12	-1.0	5	-1	-7	-1	2.1	-8
CC(C)NC(=O)C1Cc2c(-c3ccc4c(c3)OCO4)ccnc2O1 (centres undefined)	-5	9	-0.3	-4	-8	-2	-8	-0.6	-6
COc1cccc(OC)c1C(=O)NC(C)C12CC3CC(CC(C3)C1)C2 (centres undefined)	1	-4	-1.1	-11	4	-5	-4	-0.3	-14
COc1ccc(CNC(=O)COC(=O)c2ccc3ncsc3c2)cc1OC	-6	-11	-0.5	-3	4	-6	-6	1.0	-6
Cc1cccc(-n2c(C)cc(C=C(C#N)C#N)c2C)c1	-8	3	-0.3	2	6	-1	-4	-0.5	-2
O=C(COC(=O)c1ccc(O)cc1)NC(=O)NCc1ccccc1	-1	18	-0.2	-16	9	-4	-7	0.3	17
Cn1cc(CCNCc2cn[nH]c2-c2ccc(-c3ccccc3)cc2)cn1	13	-4	-1.1	2	-1	-6	-4	1.5	-17
